GPR151 activ – activators of human GPR151; Q8TDV0; PathHunter beta-arrestin GPR151 cells, luminescence; actives 1% (n = 650,000); activation, % at 11.2 µM; in the data active = activation above about 4.9%;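 also: 0% = median of compound wells and 100% = cells with positive control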
Target sequence (Q8TDV0 whole entry, looked up): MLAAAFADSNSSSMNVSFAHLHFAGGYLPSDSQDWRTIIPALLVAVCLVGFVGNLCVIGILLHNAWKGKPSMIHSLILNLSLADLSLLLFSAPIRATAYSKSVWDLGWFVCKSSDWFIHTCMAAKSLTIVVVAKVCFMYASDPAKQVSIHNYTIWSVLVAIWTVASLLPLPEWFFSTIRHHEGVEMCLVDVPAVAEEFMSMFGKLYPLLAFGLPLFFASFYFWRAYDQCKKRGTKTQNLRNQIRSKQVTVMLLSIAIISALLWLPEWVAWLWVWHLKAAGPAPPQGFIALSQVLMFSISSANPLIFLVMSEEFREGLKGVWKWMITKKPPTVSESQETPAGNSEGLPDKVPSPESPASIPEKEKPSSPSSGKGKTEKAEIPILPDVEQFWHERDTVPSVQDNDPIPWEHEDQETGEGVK
MITF inh – inhibitors of human MITF; O75030; AlphaScreen MITF homodimerization, bead proximity signal; inhibition, % at 2.6 µM; actives 0.91% (n = 650,000); AID 1259374; in the data active = inhibition above about 50%;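 also: 0% = vehicle wells with protein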
Target sequence (O75030 whole entry, looked up): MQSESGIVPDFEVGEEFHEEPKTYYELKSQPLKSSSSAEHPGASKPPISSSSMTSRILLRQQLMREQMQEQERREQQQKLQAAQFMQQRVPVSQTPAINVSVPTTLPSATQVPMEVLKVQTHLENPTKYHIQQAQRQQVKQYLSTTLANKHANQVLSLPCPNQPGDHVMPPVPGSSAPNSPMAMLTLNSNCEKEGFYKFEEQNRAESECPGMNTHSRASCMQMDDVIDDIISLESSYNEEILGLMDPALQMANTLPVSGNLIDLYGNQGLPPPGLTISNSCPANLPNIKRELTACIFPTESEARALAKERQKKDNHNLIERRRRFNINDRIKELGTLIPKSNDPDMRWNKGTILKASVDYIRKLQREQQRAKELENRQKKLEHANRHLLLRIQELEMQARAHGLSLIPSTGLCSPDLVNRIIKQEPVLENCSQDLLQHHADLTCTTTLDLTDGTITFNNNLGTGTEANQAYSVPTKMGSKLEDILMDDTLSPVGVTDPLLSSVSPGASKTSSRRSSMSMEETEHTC
FBW7 act – activators of human E3 ligase FBW7; actives 0.13% (n = 650,000); normalized activity (activation), % at 26.1 µM; AlphaScreen FBW7–phospho-cyclin E peptide binding, activator screen; in the data active = normalized activity above about 1.9%;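 also: purified mutant Fbw7 with reduced substrate affinity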
TEAD-YAP block – TEAD-YAP interaction inhibition; AID 1259422; actives 1.4% (n = 640,000); inhibition, % at 9.12 µM; HEK-TIYL cells, TEAD-Gal4/YAP UAS-luciferase luminescence; in the data active = inhibition above about 32%;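 also: 0% = median of test compound wells and 100% = reference inhibitor wells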
* hit, by the source's call.

Compound	GPR151 activ	MITF inh	FBW7 act	TEAD-YAP block
COC(=O)C1=C(C)NC(=O)CC1c1ccccc1C(F)(F)F (stereo not drawn)	-1.3	3	-0.1	-12
O=C(NC(Nc1ccccn1)C(Cl)(Cl)Cl)c1ccccc1 (stereo not drawn)	0.8	-7	-0.1	1
Cc1cccc(N2CCN(c3ncnc4c3cnn4-c3ccc(Cl)cc3)CC2)c1C	-0.6	-1	-0.1	-5
O=C(Nc1cncc(-c2ccncc2)c1)C1COc2cc3ccccc3cc2O1 (stereo not drawn)	0.6	4	-0.2	-3
CCOc1ccc(OCc2ccc(C(=O)O)cc2)cc1	-9.2	8	0.1	-32
COC(=O)COc1ccc2c(=O)c(-c3ccc4c(c3)OCCO4)c(C(F)(F)F)oc2c1	0.8	10	0.8	5
Brc1cccc(Nc2nc(-c3ccncc3)cs2)c1	-0.8	-3	-0.2	-54
CCCCOc1ccc(C(=O)Nn2c(C3CCCCC3)nc3ccccc3c2=O)cc1	1.3	9	0.0	-2
CSc1ccc2nc(NC(=O)Cc3ccc(F)cc3)sc2c1	0.3	-20	-0.2	-19
CNC(=O)c1cc2ccccc2oc1=N	-0.4	7	-0.1	6
O=C(NCc1cccnc1)c1cc(S(=O)(=O)N2CCCC2)ccc1F	-2.0	-1	0.2	6
COc1cc(C)nc(NC(C)CCc2ccccc2)n1 (stereo not drawn)	0.9	0	0.1	8
Cc1ccc(N2C(=O)NC(=O)/C(=C\c3cccc(O)c3)C2=O)cc1C	-0.2	16	0.0	1
CC(C)(C)CNc1cc(N2CCOCC2)ccc1[N+](=O)[O-]	-0.4	29	-0.1	-2
Cn1nnnc1SCC(=O)c1cccc2ccccc12	-2.3	9	0.1	-2
COc1ccc(-c2nc(NCCCN3CCCC3=O)c3[nH]cnc3n2)cc1	-0.7	11	0.0	1
CC1=NN(c2ccc(S(N)(=O)=O)cc2)C(=O)/C1=C\c1ccc(N(C)C)cc1	1.2	20	-0.4	5
COc1ccc(-c2nc3ccc(C(=O)NCCCN4CCCC4=O)cc3s2)cn1	4.4	4	-0.1	-10
COc1ccc(NC(=O)c2cc3nc(-c4ccc(OC)c(OC)c4)cc(C(F)(F)F)n3n2)cc1Cl	-0.1	12	0.1	12
CC1CCCCN1c1nc2c(c(=O)[nH]1)CCN(Cc1cccc3nccnc13)C2 (stereo not drawn)	-0.3	1	-0.1	-6
Cc1cc(NCc2ccncc2)n2nc(C)c(-c3ccc(F)cc3)c2n1	-0.9	5	0.6	-19
COc1cccc(C(=O)Nc2c3c(nn2-c2ccc(F)cc2)CSC3)c1OC	0.9	5	0.0	-8
COc1ccc(-n2nnc(C(C)=O)c2NCc2ccc(F)cc2)cc1	0.6	7	-0.1	-1
CSc1ccc(C2C=C(c3cccs3)Nc3nnnn32)cc1 (stereo not drawn)	1.7	16	0.4	-37
COCCNC(=O)c1cc2c(n(-c3ccc(OC)cc3)c1=O)CC(C)(C)CC2=O	2.5	-2	0.1	-8
C=CCc1ccccc1OCCOc1ccc(/C=C2/C(=N)N3N=C(CCCC)SC3=NC2=O)cc1	0.1	-10	-0.1	-20
CC(C)N1CCc2c(sc3nc(SCc4ccc(Cl)cc4)n(-c4ccccc4)c(=O)c23)C1	-0.1	8	0.1	-1
Cc1ccccc1-n1nc2c(c1NC(=O)c1ccc(C(=O)c3ccccc3)cc1)CS(=O)(=O)C2	-1.1	11	0.0	3
O=C1c2cccc3cccc(c23)C(=O)N1CCc1ccc(S(=O)(=O)N2CCCC2)cc1	-0.5	10	0.6	6
N#CSC(CS(=O)(=O)c1cccc([N+](=O)[O-])c1)c1ccccc1 (stereo not drawn)	1.5	-1	-0.5	6
O=C(O)c1ccc(COc2ccc(I)cc2)o1	-9.5	-19	-0.1	-30
Cc1occc1C(=O)N/N=C/C1CC=CCC1 (stereo not drawn)	-3.7	81*	0.2	-45
CCc1cc(CNCc2ccccc2OCC(O)CN2CCc3ccccc3C2)on1 (stereo not drawn)	-1.0	-22	0.0	-2
Cc1ccc(Cl)cc1NC(=S)N(Cc1cccs1)C1CCCCC1	1.4	-9	1.1	4
CC(C)CC(=O)Nc1cc(NC(=O)CC(C)C)cc(C(=O)NC(C)(C)C)c1	-0.6	-1	0.1	-11
Cc1nc(N)c2c(c1C)C(=O)NC2=O	0.3	20	0.2	14
Cc1cc(SC(C)C(=O)Nc2c(C)n(C)n(-c3ccccc3)c2=O)nc2ccccc12 (stereo not drawn)	1.3	-3	0.1	6
O=C(CCCCCN1C(=O)c2ccccc2C1=O)Nc1ccc(Br)c2cccnc12	2.0	10	0.0	8
CCOc1ccc(NC(=O)CSc2ccc3nnc(-c4ccncc4)n3n2)cc1	-0.1	8	0.7	13
COC(=O)c1c(OCc2cccnc2)cc(=O)n2c1CCN(Cc1ccccc1OC)CC2	-0.1	-7	0.0	-2

7 entries from above, set out differently.
Sequence of screens: GPR151 activ | MITF inh | FBW7 act | TEAD-YAP block
- Cc1ccccc1-n1nc2c(c1NC(=O)c1ccc(C(=O)c3ccccc3)cc1)CS(=O)(=O)C2
  -1.1 | 11 | 0.0 | 3
- O=C1c2cccc3cccc(c23)C(=O)N1CCc1ccc(S(=O)(=O)N2CCCC2)cc1
  -0.5 | 10 | 0.6 | 6
- N#CSC(CS(=O)(=O)c1cccc([N+](=O)[O-])c1)c1ccccc1 (stereo not drawn)
  1.5 | -1 | -0.5 | 6
- O=C(O)c1ccc(COc2ccc(I)cc2)o1
  -9.5 | -19 | -0.1 | -30
- Cc1occc1C(=O)N/N=C/C1CC=CCC1 (stereo not drawn)
  -3.7 | 81* | 0.2 | -45
- CCc1cc(CNCc2ccccc2OCC(O)CN2CCc3ccccc3C2)on1 (stereo not drawn)
  -1.0 | -22 | 0.0 | -2
- Cc1ccc(Cl)cc1NC(=S)N(Cc1cccs1)C1CCCCC1
  1.4 | -9 | 1.1 | 4

New compounds follow:
Compound	GPR151 activ	MITF inh	FBW7 act	TEAD-YAP block
O=C(NCc1ccccc1)c1cccc(Cl)n1	-0.6	14	0.1	-1
CC(C)n1c(-c2csc3ccccc23)nc2c(NCCN3CCOCC3)ncnc21	-0.5	12	0.0	-5
COc1ccc(/C=C(\C#N)C(=O)OCC(=O)Nc2cc(C(C)(C)C)ccc2OC)cc1	0.5	-4	-0.2	1
CCOC(=O)C1CCN(C(=O)c2c[nH]c3ccc(S(=O)(=O)N(CC)c4ccc(F)cc4)cc3c2=O)CC1	0.7	-1	-0.4	8
Cc1ccsc1C(=O)NNC(=O)CC12CC3CC(CC(C3)C1)C2	-0.4	17	0.8	-6
CCC(CC)NC(=O)c1ccc(OC)cc1OC	0.9	-1	0.2	0
CN1[C@@H](C(=O)N2CCC3(CC2)OCCO3)C[C@@H](c2cccs2)NS1(=O)=O	1.4	0	0.1	-3
COC(=O)c1ccc2c(=O)n(Cc3ccc4c(c3)OCO4)c(SCc3ccc(C)cc3)nc2c1	0.5	2	0.0	2
O=C(CN1C(=O)CSC1=O)Nc1cccc(Cl)c1	0.8	10	1.1	14
CCOCCCNC(=O)/C(C#N)=C/c1c(Oc2cc(C)cc(C)c2)nc2ccccn2c1=O	-8.2	11	-0.1	6
COc1ccc(S(=O)(=O)N(CC(=O)N2CCc3ccccc3C2)c2ccc(C)cc2)cc1	1.1	17	0.0	-4
CC(C)c1ccc(Cc2cc(C(=O)N(C)C(C)c3ccon3)on2)cc1 (stereo not drawn)	2.3	3	-0.2	-38
Cc1ccn(-c2ccc(Nc3ccc(NC(=O)c4ccc(C)c(C)c4)cc3)nn2)n1	2.1	7	0.2	-73
Cc1nc2sccn2c1C(=O)NN=C1CCC(C(C)(C)C)CC1 (stereo not drawn)	1.2	1	-0.1	6
CN1C(=O)C(O)(CC(=O)c2cccc(N)c2)c2ccccc21 (stereo not drawn)	0.1	2	0.0	-5
CC(=O)N1CCN(S(=O)(=O)CCCOc2cccc3c2OC(C)(C)C3)CC1	-0.8	-4	-0.2	1
O=C(Nc1cc([N+](=O)[O-])ccc1O)c1ccc2c(c1)C(=O)N(Cc1ccccc1)C2=O	2.7	-10	-0.1	16
COC(=O)C1=C(C)NC2=C(C(=O)CC(c3ccc(OC)c(OC)c3)C2)C1c1cccc(Br)c1 (stereo not drawn)	-1.3	12	0.1	11
Cc1ccc(C)c(-n2nc(C)c(C=O)c2Cl)c1	0.8	3	-0.1	13
O=C(O)c1cccc(N2C(=O)/C(=C/c3ccc([N+](=O)[O-])cc3)C=C2c2ccccc2)c1	1.3	7	-0.3	28

By substructure: the compounds so far with a furan ring, fused or not
Compound	GPR151 activ	MITF inh	FBW7 act	TEAD-YAP block
O=C(O)c1ccc(COc2ccc(I)cc2)o1	-9.5	-19	-0.1	-30
Cc1occc1C(=O)N/N=C/C1CC=CCC1 (stereo not drawn)	-3.7	81*	0.2	-45

Later entries
Compound	GPR151 activ	MITF inh	FBW7 act	TEAD-YAP block
O=C(CSc1nnc(-c2cccnc2)n1-c1ccccc1Cl)Nc1nccs1	-0.8	5	0.0	39*
Cc1ccc(CNC(=O)CC(NS(=O)(=O)c2ccc(F)cc2)C(C)C)cc1 (stereo not drawn)	-0.9	7	-0.1	6
CC(NC(=O)C1CCC(CNc2c(N3CCOCC3)c(=O)c2=O)CC1)c1ccccc1 (stereo not drawn)	-1.2	-2	-0.1	11
CCOC(=O)CNC(=O)Cn1c(=O)n(-c2ccc(F)cc2)c(=O)c2oc3ccccc3c21	-1.7	8	0.5	-1
Nc1ccc2oc(CCc3ccccc3)nc2c1	2.3	1	-0.1	-53
Cc1cc(C)n(-c2nc(-c3ccccc3)nc3c2COC(C)(C)C3)n1	2.4	6	0.0	3
O=C(Nn1cnnc1)c1ccc(Br)o1	-0.4	5	0.0	-2
CN(C(=O)c1ccccc1Cl)C1CCCCC1	1.0	2	0.1	-6
N#CC1=C(N)Oc2n[nH]c(-c3ccc4c(c3)OCO4)c2C1c1ccccc1Br (stereo not drawn)	-0.2	0	-0.1	9
CCCOc1ccc(/C(O)=C2/C(=O)C(=O)N(c3ccccn3)C2c2ccc(OC)cc2)cc1C (stereo not drawn)	0.9	0	0.0	-7
Cc1nnc2ccc(N3CCN(C(=O)NCc4ccccc4)CC3)nn12	-0.2	-7	-0.2	-9
C=CCOCCOc1cc(-c2cn[nH]c2)ccc1NC(=O)C1COc2ccc(OC)cc2C1 (stereo not drawn)	3.6	10	0.8	3
Cc1ccccc1C(=O)NNC(=O)C(C)Oc1ccc(Cl)cc1Cl (stereo not drawn)	-0.4	-2	-0.1	6
C/C(=N\Nc1nc(C)cc(C)n1)c1cccc(O)c1	-0.2	10	-0.2	-5
CSc1ccccc1NC(=O)CN(C)Cc1c(O)ccc2ccccc12	-0.3	-19	-0.1	-3
CCC(C)(C)n1nnnc1C(c1ccc(F)cc1)N1CCC(C(N)=O)CC1 (stereo not drawn)	-0.7	-2	0.6	-7
CCOc1ccc2nc(N3CCN(C(=O)c4ccno4)CC3)sc2c1	0.9	7	0.1	-10
CN1CCC(N(C)Cc2cccc(Br)c2)CC1	0.4	35	-0.2	-3
Cc1ccsc1CN1CCC2(CC1)NC(=O)c1ccccc1N2	-1.1	15	0.0	-1
O=c1c2c3c(sc2ncn1CC(O)CO)CCCC3 (stereo not drawn)	0.5	-1	0.3	4
Cc1cccc(NC2=C(Cl)C(=O)OC2NC(=O)c2ccccc2)c1 (stereo not drawn)	0.8	13	0.5	4
Cc1ccc(OCCn2c(SCCSc3nc4ccccc4n3CCOc3ccc(C)cc3)nc3ccccc32)cc1	0.0	9	0.2	5
COc1ccc2c(Cl)c(C(=O)Nc3cc(C)on3)sc2c1	-0.6	-12	0.0	-1
O=C(O)/C=C/C(=O)OC1CC2CCC1C2 (stereo not drawn)	0.3	7	0.1	17
Cc1cc(C)nc(OC(Cc2ccncc2)c2ccccc2)n1 (stereo not drawn)	-2.0	-1	-0.2	-6
COc1ccc(N2CCN(C(=O)/C=C/c3ccccc3)CC2)nn1	1.1	15	0.8	5
CCCCc1ccc(-c2nc(Nc3ccc(Cl)cc3)c3ccccc3n2)cc1	-0.4	1	0.1	12
COc1ccc(/C=N\OCC(=O)Nc2sc3c(c2C#N)CCCC3)cc1	0.4	4	0.2	22
CCOC(=O)c1cnc2[nH]c3ccccc3n2c1=O	-7.6	10	-0.1	-43
COc1ccccc1OC(C)C(=O)NC1CCCCC1 (stereo not drawn)	6.4*	-12	-0.2	-4
